NPYLR7 agonist – mosquito NPYLR7 agonism | HEK293T NPYLR7/Galpha15, GCaMP6s calcium fluorescence | activation, % at 10 µM | 270,000 compounds, 0.15% hits | AID 1259423; in the data active = activation above about 40%;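 note: 0% = vehicle and 100% = reference agonist at the receptor; some compounds past the cut are filed as inactive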
mcGAS lum – inhibitors of mouse cGAS | Q8C6L5 | recombinant cGAS, Kinase-Glo ATP depletion luminescence | inhibition, % at 12.5 µM | 160,000 compounds, 0.15% hits;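 note: 0% = negative control wells and 100% = reference inhibitor with no enzyme activity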
hcGAS inh – blocks human cGAS activity; 290,000 compounds, 0.081% hits; inhibition, % at 12.5 µM; recombinant h-cGAS, ATP depletion, Kinase-Glo luminescence; Q8N884;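 note: 0% = vehicle reaction and 100% = reaction without DNA for no activity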
Target sequence (Q8N884 whole entry, looked up): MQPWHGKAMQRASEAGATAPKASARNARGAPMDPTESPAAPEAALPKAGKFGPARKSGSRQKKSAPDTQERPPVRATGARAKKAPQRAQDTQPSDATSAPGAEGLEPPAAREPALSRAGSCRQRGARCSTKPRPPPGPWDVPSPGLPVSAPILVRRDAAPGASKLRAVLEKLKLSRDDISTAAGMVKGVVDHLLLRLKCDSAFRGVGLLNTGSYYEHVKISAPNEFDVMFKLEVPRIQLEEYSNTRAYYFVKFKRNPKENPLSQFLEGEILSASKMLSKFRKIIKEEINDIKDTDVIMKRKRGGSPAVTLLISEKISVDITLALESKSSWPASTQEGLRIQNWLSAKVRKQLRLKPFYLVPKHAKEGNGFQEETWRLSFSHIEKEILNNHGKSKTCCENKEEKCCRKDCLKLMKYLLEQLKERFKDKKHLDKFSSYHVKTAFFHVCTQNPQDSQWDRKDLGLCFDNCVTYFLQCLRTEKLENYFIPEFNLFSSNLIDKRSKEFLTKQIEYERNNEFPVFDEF
* = called active by the depositor; · = no result given; & = joins results of further samples. Cut-off read from the data, not from the text of the source, unless noted: active = inhibition above about 40%; inactive = the rest.

canonical_smiles | NPYLR7 agonist | mcGAS lum | hcGAS inh
Cc1ccccc1-c1ccc(N2CCC(C(=O)NC3CCCCCC3)CC2)nn1 | -5.3 | -7.7 | -0.5
Cc1ccccc1C(CNC(=O)c1cn2cccnc2n1)N(C)C (stereo not given) | 4.8 | · | -3.5
CC(C1CC1)N(C(=O)CN1CCCN(C(N)=O)CC1)C1CC1 (stereo not given) | 0.3 | · | -12.9
NC(=O)c1cccc(C(=O)N2CCCC2c2noc(C3CC3)n2)c1 (stereo not given) | 4.6 | -6.2 | -7.6
O=C(NC(c1ccccc1)c1ccsc1)C1CCN(Cc2ccc3ccccc3n2)CC1 (stereo not given) | 3.3 | · | 2.6
COc1ccccc1C(=O)NCCc1ccccc1F | -1.8 | -2.5 | 0.9
COCCN1C(=O)CC(CC(=O)N2CCN(C3CCCCC3)C(=O)C2)(c2cccc(OC)c2)C1=O (stereo not given) | 14.6 | -10.2 | -4.8
CC(C)CCc1noc(C2(c3ccc(F)cc3)CCOCC2)n1 | 1.9 | · | -12.6
Cc1cccc(-n2c(-c3ccc(Cl)cc3)cc(C(=O)N3CCN(Cc4ccc5c(c4)OCO5)CC3)c2C)c1 | · | -6.0 | -12.7
O=C(Cn1cnc([N+](=O)[O-])n1)N/N=C\c1cc([N+](=O)[O-])ccc1O | -7.2 | 33.3 | 3.9
O=C(NN=Cc1sc(N2CCCCC2)nc1-c1cccs1)C1CC1 | -5.3 | · | 0.5
CCc1ccc(-c2cn3cc(C)ccc3n2)cc1 | 5.7 | · | -8.9
Cc1csc(CNC(=O)N2CCC(Oc3c(C)cccc3C)CC2)n1 | 4.2 | · | -14.9
O=C(NN(c1ccccc1)C1CCS(=O)(=O)C1)C12CC3CC(CC(C3)C1)C2 (stereo not given) | 0.2 | · | -7.5
COc1ccc(CN(Cc2ccccc2F)CC(O)COCc2ccco2)cc1 (stereo not given) | 20.0 | -6.3 | -6.7
CN(CCn1cccn1)c1nc(-c2cccnc2)nc2c1cnn2C | 17.6 | · | -2.3
NC(=O)c1cccc(Oc2ccccc2S(=O)(=O)C(F)(F)F)c1 | 2.0 | -7.6 | -6.7
O=c1[nH]nc(Cc2cccnc2)n1Cc1ccc(Cl)cc1Cl | 15.8 | · | -5.0
O=C(c1csc(-c2cc3ccccc3[nH]2)n1)N1CCN(C(=O)c2ccco2)CC1 | 10.1 | · | 1.8
CC(Nc1ccccc1)(C(=O)N1CCn2cncc2C1)c1ccccc1 (stereo not given) | -2.4 | · | -3.9
COc1ccc(NC(=O)CNC(=O)CN(Cc2ccco2)C(=O)c2ccc(Cl)cc2)cc1 | 20.1 | -3.9 | -6.3
Cc1cc2c(cc1C)NC(c1ccc(Cl)c([N+](=O)[O-])c1)C1C(=O)CC(C)(C)CC1=N2 (stereo not given) | -3.7 | 5.1 | 2.8
O=C(NCc1ccccc1Cl)C1CCCCN1Cc1ccccn1 (stereo not given) | 0.6 | -5.9 | -2.0
O=C(Cc1ccc(F)c(F)c1)N1CCC(n2c(C(F)(F)F)nc3ccccc32)CC1 | 13.7 | -4.0 | -6.3

Record cards, from the list above:
COc1ccc(CN(Cc2ccccc2F)CC(O)COCc2ccco2)cc1 (stereo not given) in the list: NPYLR7 agonist = 20.0; mcGAS lum = -6.3; hcGAS inh = -6.7
NC(=O)c1cccc(Oc2ccccc2S(=O)(=O)C(F)(F)F)c1 in the list: NPYLR7 agonist = 2.0; mcGAS lum = -7.6; hcGAS inh = -6.7
O=C(Cc1ccc(F)c(F)c1)N1CCC(n2c(C(F)(F)F)nc3ccccc32)CC1 in the list: NPYLR7 agonist = 13.7; mcGAS lum = -4.0; hcGAS inh = -6.3

Next section.
canonical_smiles | NPYLR7 agonist | mcGAS lum | hcGAS inh
Cc1ccccc1-n1nc(C(C)(C)C)cc1NC(=O)CN(CCc1ccccc1)C(=O)C(C)(C)CCl | -3.0 | -2.9 | -2.1
COc1ccccc1/C=C1\SC(=S)N(CCC(=O)N2CCN(C)CC2)C1=O | 10.7 | -6.5 | -4.5
COCCNC(=O)COc1c(Br)cccc1Br | 1.5 | · | 1.4
CC1CC(=O)Nc2ccccc2N1C(=O)CN(C)C(=O)COc1ccc(-c2ccccc2)cc1 (stereo not given) | 9.6 | · | -7.6
CCC1CN(CC(=O)N2CCN(CC(=O)N(C)C)CC2)Cc2ccc(Cl)cc2O1 (stereo not given) | 1.7 | -11.8 | -6.4
CCC(c1ccccc1)C1CCCN1C(=O)CN1C(=O)NC(C)(c2ccc(F)cc2)C1=O (stereo not given) | 4.1 | · | -6.2
CCS(=O)(=O)N1N=C(c2ccc(NS(C)(=O)=O)cc2)CC1c1c(F)cccc1Cl (stereo not given) | 9.2 | -3.9 | -3.6
CC(c1ccon1)N(C)C(=O)CCc1nnc(CCC2CCCCC2)o1 (stereo not given) | 0.7 | -3.8 | -2.9
CCCc1nc(NCc2cc(-c3ccccc3)n[nH]2)c2cnn(C)c2n1 | 8.5 | · | -4.5
CS(=O)(=O)c1ccc(NC(=O)Cn2c(-c3cccs3)noc2=O)cc1 | -7.9 | · | -1.3
CCC(C)Cn1c(-c2ccc(OC)cc2)csc1=Nc1cccc(OC)c1 (stereo not given) | -7.6 | · | -7.1
CN(C)S(=O)(=O)c1cccc(NC(=O)Cc2cc(Cl)c3c(c2)OCCCO3)c1 | 2.3 | · | -6.4
O=C(c1ccsc1)N1CCN(C(CO)c2cccc(Cl)c2)CC1 (stereo not given) | -9.6&-16.5 | · | -3.5&3.7
Cc1cccc(C)c1Cn1c(C)c(C(=O)NC2CC2)sc1=O | 5.7 | · | -8.1
CCc1cc(=O)[nH]c(-n2nc(C)cc2NC(=O)c2cc(OC)c(OC)c(OC)c2)n1 | 9.9 | -7.0 | -9.1
Cc1oc(-c2cc3c(cc2Cl)OCO3)nc1CN1CCC(OCc2ccccc2)CC1 | 9.4 | -6.9 | -3.8
CO[C@@H]1C[C@H]2C(=O)N3CC[C@H](NC(=O)c4cccc(F)c4)C[C@H]3C(=O)N2C1 | -7.9 | -7.6 | -5.7
COc1ccc(C(=O)C2CCCN(Cc3cccc(SC)c3)C2)cc1OC (stereo not given) | 15.1 | · | -9.4
Fc1ccc(Cn2cccc2CN(Cc2ccc(F)c(F)c2)C2CCCCC2)cc1 | 24.5 | -3.3 | -2.5
CCCCCCCC(=O)N(CCC)CC(=O)N(Cc1ccccc1)Cc1ccco1 | -4.9 | -3.6 | -5.4
CCn1cc(S(=O)(=O)N[C@@H]2CC[C@@H](N)C2)cn1 | 6.5 | · | -0.4
COC(=O)C1CCCCN1Cc1nc(Nc2ccccc2)c2ccccc2n1 (stereo not given) | 22.3 | · | -5.0
CN1CCN(N=Cc2ccc(Br)cc2)CC1 | 5.7 | · | -7.0
CNc1oc(-c2ccc(COc3ccc(OC)cc3)o2)nc1C#N | 1.7 | -11.4 | -10.5
CCN1CCN(c2ccc(Cl)cc2NS(=O)(=O)c2ccccc2Br)CC1 | -1.2 | · | -8.4
CCOC(=O)C1=C(CC)NC2=C(C(=O)CC(C)(C)C2)C1c1ccc2c(c1)OCO2 (stereo not given) | -4.4 | -8.4 | -4.7
CCc1ccc(C(=O)NC2CCN(c3ccccc3C(=O)N3CCN(C)CC3)CC2)cc1 | 24.0 | -5.8 | -6.6
COc1cc(NC(=O)CCN2C(=O)c3ccccc3C2=O)c(OC)cc1Cl | 4.1 | -5.0 | -3.3
O=C(CNC(=O)C1CCCCC1)NCc1ccco1 | 21.2 | · | -11.0
CC(C)CNC(=O)C1(C)CCCN1C(=O)c1cccnc1 (stereo not given) | 0.4 | -4.8 | -10.2
COc1ccc2oc(C(C)NC(=O)/C=C/c3cnn(C)c3)c(C)c2c1 (stereo not given) | 1.9 | · | -5.1
O=C(c1ccc(C(F)(F)F)cc1)N1CCN(c2ccc(-n3cccn3)nn2)CC1 | -1.5 | -1.9 | 1.8
O=C1OC(/C=C/c2cccc(Cl)c2Cl)=NC/1=C\C=C\c1ccccc1 | -3.4 | · | -4.6
Cc1ccc2[nH]c3c(=O)n(CCC(=O)N4CCN(c5ccccn5)CC4)cnc3c2c1 | · | -8.6 | -7.0
Cc1[nH]c2c(c1C(=O)NCc1cccnc1N1CCN(C)CC1)C(=O)CCC2 | 3.2 | · | -6.2
N#CC[C@@H](C1CCCC1)n1cc(-c2ncnc3[nH]ccc23)cn1 | -5.4 | -9.2 | -9.0
CCc1nn(-c2ccc(F)cc2)c(N2CCN(C(C)C)CC2)c1CN(CC(C)C)C(=O)c1cc(C(F)(F)F)cc(C(F)(F)F)c1 | 11.8 | -5.4 | -0.5
Cc1cc(N2CC(C)OC(C)C2)ncn1 (stereo not given) | -4.8 | · | -3.3
CC1(Cc2ccc(S(C)(=O)=O)cc2)C(=O)Nc2ccc(-c3cccc(C(F)(F)F)c3)cc21 (stereo not given) | 3.0 | · | -3.4
CN1CCC(OCCCn2cnc(-c3ccccc3)c2-c2ccco2)CC1 | · | -11.4 | -7.1
O=c1ccn(C2CC2)c(SCc2cn3ccccc3n2)n1 | 7.7 | · | -10.9
O=C(NC1CCCC1)c1ccc(OC2CCN(C(=O)Cn3cccn3)CC2)c(Cl)c1 | -9.2 | -2.1 | 0.0
CCN(CC)C(=O)c1cc(NC(=O)c2ccc([N+](=O)[O-])cc2Cl)ccc1N1CCN(c2ccccc2OC)CC1 | 19.7 | -6.0 | -1.5
CCc1nnsc1C(=O)N1C[C@H]2CC=CC[C@H]2C1 | -5.8 | · | -1.5
Cn1c2c(c3ccccc31)C[C@@H]1C[C@H]2[C@@H](O)CN1CC1CCN(Cc2ccccc2)CC1 | 25.8 | -8.9 | -5.5
CCOC(=O)c1ccc2c(c1)nc(SCc1cc(Cl)ccc1F)n2CCc1ccc(OC)cc1 | 3.0 | -4.6 | 0.0
Cn1c(=O)c2c(nc(CN3CCOCC3)n2Cc2ccccc2)n(C)c1=O | 7.5 | · | -6.0
COc1ccc(N2C(=O)CN(C(=O)c3cccc(-n4cccn4)c3)CC2(C)C)cc1 | 5.9 | · | -10.1
COc1ccccc1-n1c(Cc2ccccc2)nnc1SCC(=O)N1CCC(C)CC1 | -0.9 | -9.0 | -8.1
CN(C)S(=O)(=O)CCn1cnnc1 | 16.8 | -14.5 | -8.4
CC1CCN(C(=O)COC(=O)CC23CC4CC(CC(Br)(C4)C2)C3)CC1 | 4.5 | -4.5 | -4.7
COc1ccc(C(c2c(O)cc(C)[nH]c2=O)c2c(O)cc(C)[nH]c2=O)cc1OC | 5.6 | -8.6 | -10.7
CCOc1ccc2cc(-c3csc(Nc4ccccc4)n3)c(=O)oc2c1 | -3.3 | -2.3 | -2.2
CC(O)=CP(=O)(c1ccccc1)c1ccccc1 | 1.6 | · | -0.7
COCCNCc1csc(COc2cc(C)cc(C)c2C)n1 | 13.5 | · | -4.9
O=C(Nc1cccc(N2CCCC2=O)c1)C1CC(=O)N(Cc2ccccc2Cl)C1 (stereo not given) | 4.0 | · | 0.3
O=C(c1ccc(Cl)cc1Cl)N1CCSC12CCNCC2 | -10.3 | · | -1.3
O=C(CN1CN(c2ccccc2)C2(CCN(C(=O)C34CC5CC(CC(C5)C3)C4)CC2)C1=O)N1CCCC1 | 41.0 | -4.5 | -5.8
Cc1ccccc1C(=O)NC1CCN(c2ccccc2C(=O)NCc2cccc(C(F)(F)F)c2)CC1 | 19.1 | -8.3 | 0.8
Cc1cccc(-c2n[nH]c(=S)n2-c2cccc(C)c2)c1 | -10.7 | · | -3.0

New compounds follow
canonical_smiles | NPYLR7 agonist | mcGAS lum | hcGAS inh
O=C(c1ccn[nH]1)N1CCSC2(CCCCC2)C1 | -1.7 | -11.3 | -4.5
Cc1ccc(Cn2cccc2CN(Cc2ccccc2)C(=O)C(c2ccccc2)c2ccccc2)cc1 | · | 0.8 | -0.6
CN1C(=O)N(CC(=O)N2CC=C(c3ccccc3)CC2)C(=O)C12CCCCC2 | 0.6 | · | -0.9
CN(Cc1c(F)cccc1Cl)C(=O)c1ccccc1O | 0.1 | · | -9.7
Cc1cc(I)ccc1NC1=C(Cl)C(=O)N(Cc2ccccc2)C1=O | -2.2 | -4.6 | -6.9
CC(C)CCNC(=O)Cc1csc(SCC(=O)c2ccccc2)n1 | · | -2.1 | 3.8
CN1CCc2cc(O)c(O)cc2C(c2ccccc2)C1 (stereo not given) | 4.5 | -3.5 | 8.4
CCc1nc2ccc(C(=O)NCCCN(C)C)cn2c1N(C)Cc1ccc(NC(C)=O)cc1 | 6.3 | -2.9 | -5.0
CCCNC(=O)CNc1nc(C)nc2sc(C(=O)OCC)c(C)c12 | -6.6 | · | -6.6
COC(=O)c1ccc(C=Nn2c(-c3ccc(Cl)cc3)n[nH]c2=S)cc1 | 0.7 | 9.7 | 4.6
O=C(Nc1ccc2c(c1)CN(S(=O)(=O)N1CCCCC1)CC2)C1CCCO1 (stereo not given) | 11.5&2.7 | -8.4 | 0.1&-1.6
Nc1cc(-c2nc3ncccc3o2)ccc1Cl | -0.8&-0.6 | -5.2 | -2.7&-1.5
O=C(O)C1C2CCC(C2)C1C(=O)NCC1CCCO1 (stereo not given) | 3.0 | · | -2.8

Results in mcGAS lum (two entries from above):
mol	mcGAS lum
CC(C)CCNC(=O)Cc1csc(SCC(=O)c2ccccc2)n1	-2.1
CN1CCc2cc(O)c(O)cc2C(c2ccccc2)C1 (stereo not given)	-3.5

Assay outcomes deposited in PubChem BioAssay by Fisher Drug Discovery Resource Center.
